# Assay outcomes from PubChem BioAssay.
# Tb PGK inh – qHTS Assay to Find Inhibitors of Phosphoglycerate Kinase; Potency, µM (series often up to 57.5 µM), for the others: at the top dose activity change, negative = inhibition, most hits filed as inhibitors; PGK/GAPDH coupled, Kinase-Glo luminescence, 60 min; AID 602233, 2012; Phosphoglycerate kinase, glycosomal (Trypanosoma brucei brucei), P07378; hit rate 0.043% among 380,000; also: % is scaled to controls: 0 for no effect and ±100 for the full control effect; nearly all actives have a fitted effect of over 60% in size
#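 Luminescent ATP detection (Kinase-Glo Plus) follows a 60-minute room-temperature incubation, with wells lacking PGK as controls. Buffer: 100 mM TEA (pH 7.6), 5 mM MgCl2, 0.01% Tween-20. Coupling enzyme GAPDH (100 nM final) supplies unstable 1,3-BPG in-well.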
# HP1b chromo inh – HTS for Inhibitors of HP1-beta Chromodomain Interactions with Methylated Histone Tails | AlphaScreen HP1-beta / biotin-H3K9me3 peptide binding | hit rate 0.56% among 390,000 | Potency, µM (series often up to 114 µM), for inactives: at the highest dose activity change, negative = inhibition, actives largely listed as inhibitors | AID 540317, 2011 | Chromobox protein homolog 1 (Homo sapiens), P83916; also: nearly all actives have a fitted effect of over 70% in size; inactives centre near 23
#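 Compound inhibition of the preformed complex between 50 nM HP1-beta and 50 nM biotinylated H3K9me3 peptide was read by AlphaScreen. Buffer was PBS pH 7.4 with 0.01% Tween-20. Incubations ran 30 min at room temperature, with 10 ug/mL donor/acceptor beads.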
# GLS inh – qHTS for Inhibitors of Glutaminase (GLS); Glutaminase kidney isoform, mitochondrial (Homo sapiens), O94925; GLS enzymatic activity, qHTS titration; hit rate 0.21% among 410,000; Potency, µM (top dose mostly 45.5 µM), inactives show top-dose activity change, negative = inhibition, usual class: inhibitors; also: % is scaled to controls: 0 for no effect and ±100 for the full control effect
#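 Human kidney-isoform GLS in 45 mM KH2PO4 pH 8.2, 0.02% Tween-20, with compound, started with 1mM L-Glutamine (added stock). Glutamate oxidase/HRP/Amplex red coupled fluorescence read at start and after 30 min at RT.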
# JMJD2A Tudor – qHTS Assay for Inhibitors of JMJD2A-Tudor Domain; AlphaScreen JMJD2A-Tudor / H3K4me3 peptide binding; Potency, µM (top dose mostly 114 µM), for inactives: top-dose activity change, negative = inhibition, actives largely listed as inhibitors; hit rate 4.4% among 390,000; AID 504339, 2011; also: % is scaled to controls: 0 for no effect and ±100 for the full control effect; nearly all actives have a fitted effect of over 50% in size
# BAZ2B block – qHTS Assay for Inhibitors of BAZ2B; Bromodomain adjacent to zinc finger domain protein 2B (Homo sapiens), Q9UIF8; AlphaScreen BAZ2B-H3K14Ac peptide displacement; Potency, µM (doses to about 114 µM), for inactives: at the highest dose activity change, negative = inhibition, usual class: inhibitors; hit rate 4.4% among 360,000; AID 504333, 2011; also: % is scaled to controls: 0 for no effect and ±100 for the full control effect; nearly all actives have a fitted effect of over 60% in size
#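 BAZ2B (50 nM) with biotin-H3(5-23)K14Ac peptide (50 nM) in PBS pH 7.4, 0.01% Tween-20, preformed 30 min, then compound 30 min at room temperature; top concentration 110uM. AlphaScreen streptavidin donor/nickel chelate acceptor beads (10 ug/mL final), 20 min dark, signal read.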
# BLM inh – qHTS Assay for Inhibitors of Bloom's syndrome helicase (BLM); RecQ-like DNA helicase BLM (Homo sapiens), P54132; recombinant BLM DNA unwinding, fluorescence dequenching; Potency, µM (top dose mostly 56.1 µM), inactives show top-dose activity change, negative = inhibition, most hits filed as inhibitors; hit rate 0.2% among 350,000; AID 2528, 2010;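 also: plate controls were vehicle for no effect and no enzyme for full effect; nearly all actives have a fitted effect of over 35% in size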
# G9a inh – qHTS Assay for Inhibitors of Histone Lysine Methyltransferase G9a. G9a H3K9 monomethylation, AlphaScreen, 2 h. Potency, µM (highest dose often 102 µM), without a hit: top-dose activity, negative = inhibition, actives largely listed as inhibitors. Histone-lysine N-methyltransferase EHMT2 (Homo sapiens), Q96KQ7. hit rate 8.8% among 350,000; also: % is scaled to controls: 0 for no effect and ±100 for the full control effect; nearly all actives have a fitted effect of over 75% in size
#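 Using a bead-based AlphaScreen, monomethylated H3K9 product from 2 h room-temperature reactions (G9a 20 nM, peptide 500 nM, SAM 20 uM) was detected with 0.5 ug/mL rabbit anti-H3K9me1 antibody.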
# Pol iota inh – qHTS for Inhibitors of Polymerase Iota | DNA polymerase iota (Homo sapiens), Q9UNA4 | Pol iota fluorescent replication assay, 10 min | Potency, µM (top dose mostly 115 µM), for the others: top-dose activity, negative = inhibition, actives largely listed as inhibitors | hit rate 1% among 390,000 | AID 588590, 2011
#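 Fluorescent replication assay read twice, at 0 min and 10 min after adding 50 nM (final) substrate. Enzyme (10 nM) and compounds were first incubated 15 min at room temperature; enzyme-free buffer wells were negative controls.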
# Pin1 inhibitor – qHTS Assay to Find Inhibitors of Pin1; Peptidyl-prolyl cis-trans isomerase NIMA-interacting 1 (Homo sapiens), Q13526; Pin1 FP peptide displacement, HiFluor488, 10 min; Potency, µM (titrated, usually from 115 µM), for the others: at the top dose activity, negative = inhibition, actives largely listed as inhibitors; hit rate 0.009% among 390,000; AID 504891, 2011; active = well fitted inhibition curve with a large enough effect in the polarisation, with a control signal flat, not every such curve was filed as active; inconclusive = small, poorly fitted or top-dose-only effect, or effect the other way, or a change in a side signal; inactive = no such curve, though single readings can be large or run the other way; the % refers to the polarisation; also: % is scaled to controls: 0 for no effect and ±100 for the full control effect
# The depositor's hits bear a star; i = inactive; ? = inconclusive; · = no result given; [ ] = dose if it differs, or a comment. Unless noted, calls follow the shape of the dose curve; as a rule, active = well fitted curve in the direction sought with a large enough effect; inconclusive = small, poorly fitted or top-dose-only effect, or another doubt; inactive = no such curve, though single readings can be large; an effect the other way counts as inactive or inconclusive. Potency is read from the fitted curve at half-maximal effect. This is a subset; the hit share may differ from the screen's.
Compound	Tb PGK inh	HP1b chromo inh	GLS inh	JMJD2A Tudor	BAZ2B block	BLM inh	G9a inh	Pol iota inh	Pin1 inhibitor
Cc1ccccc1CS(=O)(=O)c1ccc(C(=O)N2CCOCC2)cc1[N+](=O)[O-]	-7.4%	20.3%	-2.2%	-8.2%	-11.4%	-2.1%	24.8%	0.8%	-7.1%
Cc1cccc2cc3c(NC(=O)C(C)C)nn(C)c3nc12	0.8%	48.7%[activator]	-10.6%	13.6%	·	-19.8%	23.8%[59 µM]	-18.3%	7.4%
CCOC(=O)Nc1nnc(CCc2ccccc2)s1	-5.3%	55.1%	-11.2%	6.8%	-3.2%	1.2%	22.8%[2.33 µM]	-2.4%	1.0%
Cc1cc(C)nc(NS(=O)(=O)c2cccs2)c1	i	8.3%	1.0%	-6.2%	-3.7%	4.3%	56.2µM*	3.7%	-1.7%
c1ccc(-c2ncc(CN3CCN(c4ccccn4)CC3)[nH]2)cc1	-7.6%	28.5%	-1.7%	-8.0%	-20.6%	-0.1%	-4.2%	4.3%	-2.3%
Cc1ccc(S(=O)(=O)N2CCCN(C(C)c3nc4ccccc4c(=O)[nH]3)CC2)cc1 (stereo unspecified)	i	30.2%	-0.2%	-9.8%	-32.4%	·	-4.4%[12.7 µM]	12.5%	-1.0%
COc1ccc(/C=C/C(=O)NC(=S)Nc2ccc(S(=O)(=O)N=C(N)N)cc2)cc1OC	-0.9%	21.3%	-6.7%	-3.1%	-0.5%	-4.0%	4.6%	124.6%[activator]	-3.5%
N=C(CC1CC(=O)NC(=O)C1)C1=C(O)CCCC1=O	-7.8%	35.3%	0.1%	-2.1%	7.9%	-14.4%	?	94.1%[activator]	2.8%
O=C(Nc1ccc(Oc2ncnc3cc(Cl)ccc23)nc1)Nc1cccc(C(F)(F)F)c1	7.2%	7.5%	0.0%	0.7%	-10.2%	-4.2%	-4.6%	39.2%[activator]	-4.3%
COCCCNC(=O)C[C@H]1C[C@H](C(=O)N2CCOCC2)[C@@]2(CCC3CCCC3)c3[nH]c4cc(CCC(=O)N(C)C)ccc4c3CCN2C1=O	2.0%	21.0%	8.2%	-26.6%	·	·	·	?	-0.3%
CCN1C(=O)[C@H]2[C@@H](c3ccc(-c4ccc(OC)cc4)cc3)N3CCC[C@@]3(C(=O)OC)[C@H]2C1=O	2.2%	33.0%	-7.4%	-7.7%	1.5%	·	5.4%[2.33 µM]	6.3%	40.5%[activator]
CCOC(=O)C1CCCN(C(=O)c2cc3c(Cl)nc4ccccc4c3s2)C1 (stereo unspecified)	0.8%	41.6%[activator]	0.9%	-5.1%	8.7%	-1.5%	-5.4%[59 µM]	5.6%	-0.7%
Cc1ccc(-n2c(=O)[nH]cc(C(=O)N3CCc4ccccc43)c2=O)cc1	6.1%	43.7%[activator]	0.1%	-8.4%[57.1 µM]	6.3%	0.2%	0.5%	12.1%	1.0%
COC(=O)c1ccccc1NC(=O)N1CCN(C(=O)c2ccco2)CC1	3.4%	28.8%	0.5%	-7.6%	7.5%	0.3%	8.7%[12.7 µM]	23.4%	-9.4%
CCN(C(=O)COC(=O)/C=C/c1cnc2ccccc2n1)C1CCS(=O)(=O)C1 (stereo unspecified)	-6.7%	27.9%	14.6%	-9.0%	-1.6%	-2.7%	23.2%	54.6%[activator]	-8.3%
COc1cc2cc(C(c3nnnn3C3CCCC3)N3CCCCC3)c(=O)[nH]c2cc1OC (stereo unspecified)	-0.9%	28.7%	-0.3%	-13.5%	-3.5%	-2.1%	-47.5%[12.7 µM]	24.1%	-4.9%
Cc1ccc(OCC(=O)Nc2ccccc2-c2ccccc2NC(=O)COc2ccc(C)cc2)cc1	-6.6%	32.0%	-1.6%	-2.8%	-0.1%	-6.9%	-12.9%	13.7%	-3.4%
O=C1Cc2ccccc2C(c2ccc(Cl)cc2Cl)N1 (stereo unspecified)	-1.7%	22.5%	3.8%	-13.0%	-20.8%	-1.5%	-4.7%	34.2%[activator]	0.1%
O=C(O)c1ccc2c(c1)C(=O)N(NC(=O)c1ccc(O)cc1)C2=O	4.1%	23.8%	10.1%	-17.1%	-2.6%	0.4%	0.0%[59 µM]	3.0%	0.0%
Cc1cccc(NS(=O)(=O)c2ccc3c(c2)CCN3C(=O)C2CC2)c1C	0.4%	11.4%	10.3%	-20.7%	·	-4.2%	-9.2%[59 µM]	-9.2%	-0.8%
O=C(O)c1c[nH]c2ccc([N+](=O)[O-])cc2c1=O	-1.7%	0.4%	-9.2%	79.4µM*	·	·	·	14.0%	0.7%
COc1ccccc1-c1c(C)[nH]n2c(=O)c(Cc3ccccc3)c(C)nc12	1.6%	56.3%[activator]	30.2%[activator]	-2.7%	5.0%	-3.1%	·	33.0%	1.5%
COC(=O)c1ccc(NS(=O)(=O)c2ccc(S(=O)(=O)N3CCOCC3)cc2)cc1	-7.3%	13.1%	11.5%	-13.2%	·	·	·	7.0%	-1.4%
O=C(Nc1ccc(C(=O)O)cc1)Nc1ccc(F)cc1F	-8.7%	36.0%	7.3%	-14.7%	·	1.9%	-39.7%	-14.0%	10.4%
O=c1ccnc(SCc2ccccc2Cl)[nH]1	-4.7%	25.8%	4.3%	-3.0%	1.7%	1.3%	5.8%[12.7 µM]	10.2%	-17.1%
CCOC(=O)c1ccc(NC(=O)c2c(C)nn(-c3ccc(F)cc3)c2-n2cccc2)cc1	-5.0%	40.8%[activator]	5.2%	9.0%	-1.1%	-0.4%	9.3%[59 µM]	34.7%[activator]	3.3%
COc1ccccc1NC(=O)CSc1nnc(NC(=O)c2ccco2)s1	9.3%	18.6%	6.7%	-13.1%	-12.4%	0.8%	-23.0%	24.2%	-2.9%
Cc1ccc(-c2ccccc2NC(=O)CCl)o1	-9.8%	-3.2%	1.4%	-31.9%	?	8.3%	-39.9%	-8.6%	1.2%
CSc1nc2[nH]c(=O)n(O)c(=O)c2n1Cc1ccccc1	-2.9%	-15.3%	3.3%	3.16µM*	·	·	·	36.1%[activator]	-14.0%
Cn1c2ccccc2c2cnn(CC(=O)Nc3ccccc3C(F)(F)F)c(=O)c21	3.5%	29.5%	0.6%	-8.1%	-1.9%	-11.5%	-2.2%[59 µM]	4.8%	2.5%

# Two of the compounds above, with each value named:
> COc1ccccc1NC(=O)CSc1nnc(NC(=O)c2ccco2)s1
  Tb PGK inh: 9.3%	HP1b chromo inh: 18.6%	GLS inh: 6.7%	JMJD2A Tudor: -13.1%	BAZ2B block: -12.4%	BLM inh: 0.8%	G9a inh: -23.0%	Pol iota inh: 24.2%	Pin1 inhibitor: -2.9%
> O=C(Nc1ccc(C(=O)O)cc1)Nc1ccc(F)cc1F
  Tb PGK inh: -8.7%	HP1b chromo inh: 36.0%	GLS inh: 7.3%	JMJD2A Tudor: -14.7%	BAZ2B block: ·	BLM inh: 1.9%	G9a inh: -39.7%	Pol iota inh: -14.0%	Pin1 inhibitor: 10.4%

# Other entries
Compound	Tb PGK inh	HP1b chromo inh	GLS inh	JMJD2A Tudor	BAZ2B block	BLM inh	G9a inh	Pol iota inh	Pin1 inhibitor
CCC1CC(CSC(=N)N)OC1=O (stereo unspecified)	4.5%	19.6%	1.8%	-8.0%	-1.5%	-2.1%	·	109.4%[activator]	4.2%
COc1cccc(C(=O)CC(C(=O)O)c2ccc(Cl)cc2)c1 (stereo unspecified)	i	25.9%	2.3%	-17.7%	3.4%	-4.1%	2.4%	10.0%	?
c1ccc(CSc2ccc(-c3ccccn3)nn2)cc1	1.2%	27.0%	1.8%	7.94µM*	6.31µM*	-5.1%	-39.3%	78.7%[activator]	-4.6%
COP(=O)(OC)c1ccc(NCc2cc(O)ccc2O)cc1	-3.1%	?	?	3.55µM*	·	·	·	10µM*	?
Cc1ccc(CN2C(=O)c3ccccc3Sc3ccc(C(=O)NC4CCCCC4)cc32)cc1	3.2%	15.2%	6.1%	-11.6%	-2.8%	-8.0%	10.3%[59 µM]	4.4%	-6.0%
COC(=O)C(NC(C)=O)(Nc1nc2c(s1)CCCC2)C(F)(F)F (stereo unspecified)	i	17.0%	3.8%	-16.7%	56.2µM*	-2.5%	?	11.0%	-7.2%
CCn1c(=O)cc(SCC(=O)NCCc2ccc(OC)cc2OC)c2ccccc21	i	12.0%	2.2%	-17.4%	-0.7%	6.0%	3.3%[59 µM]	-1.4%	7.0%
CCCN(C(=O)c1ccc(N2CCCC2=O)cc1)C1CCS(=O)(=O)C1 (stereo unspecified)	-6.2%	22.8%	6.9%	-8.3%	-1.5%	·	?	6.6%	-2.1%
COc1cc(CN2CCCC(CO)(Cc3ccccc3)C2)ccc1O (stereo unspecified)	-1.5%	9.6%	?	-8.8%	-0.7%	-0.4%	·	102.0%[activator]	-6.7%
CSc1nc(SC(C)C(=O)O)c2c3c(sc2n1)COC(C)(C)C3 (stereo unspecified)	5.8%	35.7%	4.7%	-9.2%	-2.6%	1.0%	-30.7%	-12.4%	5.1%
CC1CCCC(N2CCN(C(=O)c3cccc(F)c3)CC2)C1 (stereo unspecified)	·	?	4.3%	4.47µM*	50.1µM*	-2.7%	?	5.4%	?
O=[N+]([O-])c1ccc(Nc2ccccc2F)nc1	1.3%	31.0%	0.3%	-8.1%	0.2%	-5.8%	9.7%	14.2%	5.0%
Cc1cc(C)c(NC(=O)CN)c(C)c1	-4.4%	?	0.891µM*	-20.9%	-29.2%	-2.9%	17.2%[12.7 µM]	-21.7%	2.3%
